# Bioassay records as filed in PubChem.
# hcDAF-12 act: activates DAF-12 receptor from parasite H. contortus; HEK293 hcDAF-12 lit1-tk-luc reporter, luminescence; 0% DMSO, 100% Δ7-dafachronic acid; activation, % at 6.8 µM; actives 1.4% (n = 370,000);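 active means activation above the mean of all tested compounds plus 3 SD, cut at about 5.5% in these data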;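 further: 100% = response to 3 µM Δ7-dafachronic acid high control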
# FXN GAA850 act: frataxin GAA850 promoter activation; HEK293 lucGAA850 FXN promoter luciferase reporter, 24 h; percent of 10 µM SAHA response; actives 0.56% (n = 360,000); AID 540364; activation, % at 6 µM;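 active means activation above the average of all compounds screened plus 3 SD, cutoff fixed separately per campaign, cut at about 7.5% in these data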;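 further: 0% = DMSO wells and 100% = 10 µM SAHA wells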
# HGIII-sPLA2 inh: Inhibits HGIII-sPLA2 liposome hydrolysis, primary screen | Q9NZ20 | QFRET BODIPY PC-A2 liposome hydrolysis, fluorescence | inhibition, % at 12.2 µM | actives 0.56% (n = 370,000);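 active means inhibition above mean plus 3 SD of compounds lying within the high and low control bounds, cut at about 19% in these data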;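 further: 0% = median of test compound wells and 100% = no enzyme DMSO wells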
# ADAM10 inh: inhibitors of human ADAM10; inhibition, % at 7 µM; O14672; actives 0.62% (n = 370,000); recombinant ADAM10, EDANS/DABCYL FRET peptide cleavage, 3 h;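 active means inhibition above a per-campaign cutoff equal to the mean of compounds falling between control-based bounds plus 3 SD, cut at about 20% in these data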;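 further: 0% = DMSO wells while the 100% control is not disclosed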
# PLCb3 inh: inhibitors of human phospholipase C beta3; actives 0.18% (n = 370,000); Purified PLC-beta3, fluorogenic substrate, fluorescence; Q01970; inhibition, % at 12.2 µM; in the data active means inhibition above about 11%;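 further: 0% = median of compound wells on plate and 100% = full blocker control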
# PLCg1 inh: blocks human PLC-gamma1 enzyme activity; purified PLC-gamma1, fluorogenic substrate, fluorescence; actives 0.84% (n = 370,000); P19174; inhibition, % at 12.2 µM; in the data active means inhibition above about 9.5%
# Target sequence (P19174 whole entry, looked up): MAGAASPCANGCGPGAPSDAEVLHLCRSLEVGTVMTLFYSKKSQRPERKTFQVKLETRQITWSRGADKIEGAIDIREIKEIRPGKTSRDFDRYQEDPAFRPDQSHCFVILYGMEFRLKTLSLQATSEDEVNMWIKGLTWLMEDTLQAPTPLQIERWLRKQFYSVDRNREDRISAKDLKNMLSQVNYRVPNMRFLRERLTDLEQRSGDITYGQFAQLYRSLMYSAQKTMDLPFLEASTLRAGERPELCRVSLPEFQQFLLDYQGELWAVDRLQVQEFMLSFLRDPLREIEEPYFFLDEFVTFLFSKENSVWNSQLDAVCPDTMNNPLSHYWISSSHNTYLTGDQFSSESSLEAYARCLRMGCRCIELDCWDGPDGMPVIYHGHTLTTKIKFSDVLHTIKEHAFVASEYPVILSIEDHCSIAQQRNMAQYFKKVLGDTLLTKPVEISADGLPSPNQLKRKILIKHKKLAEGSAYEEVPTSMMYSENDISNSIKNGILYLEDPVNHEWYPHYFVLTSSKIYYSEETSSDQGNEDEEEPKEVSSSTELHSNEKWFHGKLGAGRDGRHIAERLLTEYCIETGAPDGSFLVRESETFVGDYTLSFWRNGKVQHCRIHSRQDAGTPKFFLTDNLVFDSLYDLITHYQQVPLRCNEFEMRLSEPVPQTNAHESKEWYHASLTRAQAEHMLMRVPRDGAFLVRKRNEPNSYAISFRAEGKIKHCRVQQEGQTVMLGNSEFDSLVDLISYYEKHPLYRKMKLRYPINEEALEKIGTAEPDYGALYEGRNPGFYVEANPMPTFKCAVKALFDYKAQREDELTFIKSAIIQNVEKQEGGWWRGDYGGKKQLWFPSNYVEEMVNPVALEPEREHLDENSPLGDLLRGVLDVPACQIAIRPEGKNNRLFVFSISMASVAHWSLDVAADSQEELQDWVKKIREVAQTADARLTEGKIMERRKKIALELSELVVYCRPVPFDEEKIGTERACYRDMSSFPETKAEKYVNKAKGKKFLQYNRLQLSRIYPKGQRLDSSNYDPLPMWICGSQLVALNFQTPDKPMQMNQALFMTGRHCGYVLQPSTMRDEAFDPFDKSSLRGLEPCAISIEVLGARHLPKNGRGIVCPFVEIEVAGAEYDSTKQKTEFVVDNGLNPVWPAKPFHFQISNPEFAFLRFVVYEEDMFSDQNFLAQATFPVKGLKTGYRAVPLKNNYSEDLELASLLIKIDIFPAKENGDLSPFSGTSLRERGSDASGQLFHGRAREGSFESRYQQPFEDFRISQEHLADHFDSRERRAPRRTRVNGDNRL
# ADAM17 inh: inhibits human ADAM17 | inhibition, % at 6.95 µM | recombinant ADAM17, EDANS/DABCYL FRET peptide cleavage | actives 0.83% (n = 370,000) | AID 720648;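 active means inhibition above the mean of compounds lying between control limits plus 3 SD, set per campaign, cut at about 8.5% in these data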;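 further: 0% = DMSO-only wells as the low control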
# hgDAF12 agonist: agonists of H. glycines DAF-12 nuclear receptor. HEK293 GAL4-hgDAF12 UAS-luciferase reporter, agonist luminescence; normalized to butyrate control. activation, % at 6.8 µM. actives 1.8% (n = 370,000). AID 687014;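 active means activation above a cutoff set at the mean of all screened compounds plus 3 SD, cut at about 10% in these data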;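 further: 0% = DMSO wells and 100% = sodium butyrate wells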
# DAX1 inh-1: blocks DAX1 repression of SF-1 activated StAR promoter; actives 1.1% (n = 370,000); inhibition, % at 6.8 µM; HEK293T StAR-luciferase reporter, SF-1/DAX-1 repression relief; AID 652010;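 active means inhibition above the mean over all tested compounds plus 3 SD, cut at about 3.6% in these data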;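 further: 0% = DAX-1 cells with DMSO and 100% = cells lacking DAX-1 with DMSO; higher inhibition means more luminescence from relief of DAX-1 repression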
# DAX1 inh-2: inhibitors of human orphan nuclear receptor DAX1 (NR0B1); P51843; HEK293 Gal4-DAX1 luciferase reporter, luminescence; inhibition, % at 6.75 µM; actives 0.99% (n = 340,000); AID 504766;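 active means inhibition above the mean over all tested compounds plus 3 SD, cut at about 4.2% in these data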;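 further: 0% = DAX1-transfected cells with DMSO and 100% = empty-vector control cells with DMSO; inhibition shows as a rise in luminescence from relieved DAX1 repression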
# ssDAF12 agonist: S. stercoralis DAF-12 activation, primary screen | HEK293 ssDAF-12/GRIP1 lit1-tk-luc reporter, luminescence; % of 3 µM dafachronic acid response | AID 652126 | actives 1% (n = 370,000) | activation, % at 6.8 µM;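 active means activation above the mean over all tested compounds plus 3 SD, cut at about 0.9% in these data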;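 further: 0% = DMSO-only wells and 100% = 3 µM delta7-dafachronic acid wells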
# Starred values were filed as active, the others as inactive; i = inactive; nt = no result given.
# Each structure is followed by: HGIII-sPLA2 inh	DAX1 inh-2	FXN GAA850 act	ADAM10 inh	hcDAF-12 act	ADAM17 inh	PLCg1 inh	PLCb3 inh	DAX1 inh-1	hgDAF12 agonist	ssDAF12 agonist
1) O=C(NCc1cccs1)C1CC(=O)N(Cc2ccccc2)C1 (centres undefined)
    16.5	-0.1	0.5	-16.8	0.5	-0.1	1.7	1.9	-1.1	-0.4	-1.1
2) COc1ccc(C2=NN(C(=O)COC(=O)c3ccc(S(C)(=O)=O)c([N+](=O)[O-])c3)C(c3ccco3)C2)cc1 (centres undefined)
    -1.2	1.0	12.8*	-18.1	-0.3	5.8	1.9	-3.1	1.9	1.9	-0.8
3) Cc1ccc(OCc2nnc(SCC(=O)Nc3sc(C)c(C)c3C#N)n2C)cc1
    -2.3	1.6	3.0	-0.3	-1.4	-0.9	0.7	-2.3	-1.3	1.3	-1.4
4) CN(C)CCC(O)c1ccccc1 (centres undefined)
    0.7	1.3	0.1	-6.7	-1.3	-5.0	-2.5	-7.1	-0.3	-0.9	-1.1
5) CNS(=O)(=O)c1cccc(C(=O)OC2CCOC2=O)c1 (centres undefined)
    -0.8	1.2	-0.2	9.2	-0.6	2.3	-1.4	-1.2	-0.2	-2.2	-1.0
6) O=C(COc1ccc2c(-c3ccccc3)cc(=O)oc2c1)NCC(O)c1ccccc1 (centres undefined)
    -1.7	0.9	0.3	-13.3	-0.8	0.3	0.7	-0.2	-0.6	-0.3	-1.0
7) Cc1nc2ccccc2c(-c2ccccc2)c1C(=O)c1ccccc1
    -1.1	0.4	1.3	12.7	-0.6	1.6	-0.5	-0.8	-0.1	-3.2	-1.3
8) CN1/C(=C\C(=O)c2cccc(S(=O)(=O)N3CCCCC3)c2)C(C)(C)c2ccccc21
    -4.9	1.9	0.2	-9.5	0.5	-2.4	-11.3	-13.6	-0.5	0.5	-1.6
9) CCc1ccc(N(CC)c2ncnc3nc[nH]c23)cc1
    -0.9	0.2	-4.9	-11.7	-1.9	-2.8	-0.1	1.2	-0.7	6.3	-1.4
10) COc1ccc(CCc2ccc3cc(OC)ccc3n2)cc1
    -7.8	-0.6	3.6	-17.8	-0.9	5.5	3.5	1.4	0.8	0.6	-1.6
11) COc1ccc(-c2ccc(CN3C(C(C)C)C(=O)N(Cc4cn(CC5CCCCC5)nn4)CCS3(=O)=O)cc2)cc1OC (centres undefined)
    -30.0	-2.0	-3.0	19.6	-3.0	7.0	2.1	1.8	-1.3	-3.1	-1.2
12) CC1=C(C(=O)OCc2ccccc2)C(c2ccc3c(c2)OCO3)NC(=O)N1CCCC(=O)O (centres undefined)
    2.8	1.7	0.2	-8.5	-1.4	-0.2	3.1	3.0	0.7	-0.4	-1.1
13) Fc1cccc(NC(=S)NCC(c2cccnc2)N2CCOCC2)c1 (centres undefined)
    5.1	-0.5	nt	1.5	-1.3	0.6	2.5	4.1	0.4	1.0	-1.4
14) CCN1CC(CNCc2cn(-c3ccc(OC)cc3)nc2-c2ccccc2Cl)CC1=O (centres undefined)
    -6.9	0.5	0.9	1.7	-1.5	0.2	3.3	5.4	-0.1	1.0	-1.8
15) COc1cccc(/C=N/Nc2c(Cl)cncc2Cl)c1O
    -26.3	2.6	6.0	15.4	0.8	4.7	1.4	-6.0	0.4	8.0	-0.7
16) CN(C)c1nc(SCc2ccc(Cl)cc2)nc2c1CCCC2
    -3.2	-0.8	2.4	-5.0	0.3	-2.5	3.5	-0.1	-0.2	-2.1	-1.1
17) Cc1ccc(NC(=O)CCc2nc3ccccc3c(=O)[nH]2)cc1S(=O)(=O)N1CCOCC1
    -9.2	0.3	1.4	-3.0	1.0	1.5	-5.0	-10.6	-1.7	0.6	-1.4
18) CC(=O)c1ccc(N2CCN(C(=O)c3ccc4ccccc4n3)CC2)cc1
    1.7	-0.5	1.3	2.0	-1.0	4.0	0.6	-1.7	0.5	-4.2	-1.3
19) CC(C)c1ccc(CC(=O)N2CCC2(C)C(=O)NCCC#N)cc1 (centres undefined)
    -0.8	nt	-0.8	-5.0	-0.6	-1.1	3.1	2.8	-0.7	0.3	-1.4
20) CCCn1cnc2c(SCc3ccccc3)nc(N)nc21
    -0.5	1.9	5.8	-0.7	-2.3	3.1	3.0	4.2	2.2	2.8	-1.1

# An excerpt of these results, with one line to a screen:
18) CC(=O)c1ccc(N2CCN(C(=O)c3ccc4ccccc4n3)CC2)cc1
7) Cc1nc2ccccc2c(-c2ccccc2)c1C(=O)c1ccccc1
screen / no.	18	7
HGIII-sPLA2 inh	1.7	-1.1
DAX1 inh-2	-0.5	0.4
FXN GAA850 act	1.3	1.3
ADAM10 inh	2.0	12.7
hcDAF-12 act	-1.0	-0.6
ADAM17 inh	4.0	1.6
PLCg1 inh	0.6	-0.5
PLCb3 inh	-1.7	-0.8
DAX1 inh-1	0.5	-0.1
hgDAF12 agonist	-4.2	-3.2
ssDAF12 agonist	-1.3	-1.3

# Back to the main list, starting three compounds before the break.
# Each structure is followed by: HGIII-sPLA2 inh	DAX1 inh-2	FXN GAA850 act	ADAM10 inh	hcDAF-12 act	ADAM17 inh	PLCg1 inh	PLCb3 inh	DAX1 inh-1	hgDAF12 agonist	ssDAF12 agonist
18) CC(=O)c1ccc(N2CCN(C(=O)c3ccc4ccccc4n3)CC2)cc1
    1.7	-0.5	1.3	2.0	-1.0	4.0	0.6	-1.7	0.5	-4.2	-1.3
19) CC(C)c1ccc(CC(=O)N2CCC2(C)C(=O)NCCC#N)cc1 (centres undefined)
    -0.8	nt	-0.8	-5.0	-0.6	-1.1	3.1	2.8	-0.7	0.3	-1.4
20) CCCn1cnc2c(SCc3ccccc3)nc(N)nc21
    -0.5	1.9	5.8	-0.7	-2.3	3.1	3.0	4.2	2.2	2.8	-1.1
21) Cc1cccc(-n2c3nc(=O)[nH]c(=O)c-3cc3c(C)nn(-c4ccccc4)c32)c1C
    8.5	0.6	1.6	i	-1.7	i	-328.5	-364.4	0.5	-2.3	-1.1
22) c1ccc(Nc2nc(-c3ccncc3)cs2)cc1
    -10.9	-0.3	5.2	3.4	2.6	4.6	-1.6	-1.8	0.7	11.0*	-0.6
23) O=c1cc(CN2CCCCC2)c2ccccc2o1
    2.7	nt	nt	-3.6	1.0	-1.4	-2.0	1.0	-1.1	-2.2	-1.1
24) COc1ccc2nc(NC(=O)CSCC(=O)Nc3cc(C)on3)sc2c1
    14.6	0.4	2.4	-14.2	3.3	1.3	-6.1	-10.9	4.2*	7.6	0.1
25) O=S(=O)(N=S(N1CCCCC1)N1CCCCC1)c1ccccc1
    -0.8	-0.2	-2.2	0.9	-1.8	0.2	3.3	2.8	-0.1	-1.2	-0.9
26) CC(=O)C(C(C)=O)C(c1ccccc1)c1nc2ccccc2[nH]c1=O (centres undefined)
    1.9	0.3	-1.5	-12.4	0.7	-6.8	-3.8	-5.8	0.0	1.5	-1.0
27) CCOC(=O)C1=C(COC(=O)Cc2ccc(OC)c(OC)c2)NC(=O)NC1C (centres undefined)
    -5.8	-0.2	1.3	-5.3	1.3	0.1	-4.0	-5.1	-1.7	-1.1	-1.4
28) C(=N/N1CCN(c2ccccc2)CC1)/c1cccs1
    1.9	-0.2	0.3	-2.2	-0.2	-0.6	1.6	4.2	0.5	2.7	-0.8
29) CC(=O)NC(C)c1nc2ccccc2n1CC(=O)NC(C)CCc1ccccc1 (centres undefined)
    -2.1	-0.5	-1.2	-1.9	0.2	-2.0	-2.3	-9.4	0.0	2.3	-1.2
30) CCn1c(C)nc2cc(C(=O)NNC(=O)[C@@H](NC(=O)c3cc(OC)cc(OC)c3)C(C)C)ccc21
    -2.9	0.8	0.9	15.0	-1.5	7.5	6.0	9.1	0.0	-0.8	-1.2
31) CCOc1cc(C(=O)CCC(=O)OCC(=O)NC(=O)NCC(C)C)ccc1O
    -52.2	-0.5	1.5	-5.5	-2.0	-4.7	0.4	-6.9	0.2	4.4	-0.9
32) CC(=O)N1CCC2(CC1)NC(=O)N(c1ccccc1)N2
    3.3	-0.2	1.1	0.7	4.9	-4.0	1.9	1.9	0.6	-1.4	-0.4
33) O=[N+]([O-])c1cc(/C=N/Nc2nc(N3CCOCC3)nc(N3CCOCC3)n2)ccc1Cl
    -2.8	0.7	0.6	-7.0	-0.5	-0.8	0.5	0.2	0.1	0.7	-1.7
34) Cc1ccc(S(=O)(=O)N2CCCCC2)cc1NC(=O)c1ccc2c(=O)n3c(nc2c1)CCCCC3
    -15.6	nt	nt	13.0	-4.1	2.0	1.9	8.1	-2.3	-8.0	-2.9
35) Cc1ccc(-n2c(N)cc(=O)nc2SCC(=O)NC2CCCCC2)cc1C
    2.3	1.0	2.6	-5.5	2.4	-3.1	-4.4	-2.4	-0.9	3.2	-0.4
36) S=C(NCc1ccccc1)Nc1cccc2cnccc12
    -0.5	-3.2	-3.7	2.8	-3.0	-0.7	-2.6	-7.3	-1.1	-1.6	-1.1
37) Cc1ccccc1OCC(O)CN (centres undefined)
    7.4	0.7	1.3	-2.6	-1.5	-2.4	1.6	-0.9	0.6	-0.1	-1.2
38) Cc1ccc(/C=N\NC(=O)c2cncc(Br)c2)o1
    3.9	-0.9	-0.1	8.9	2.3	-1.3	0.4	-1.8	-0.3	-2.1	-0.7
39) CCCS(=O)(=O)N1CCN(C2Cc3ccccc3C2)CC1
    1.2	0.8	1.1	-1.9	0.0	-3.5	-1.6	-4.1	0.0	2.9	-0.6
40) CCCOC(=O)Cn1c(=O)c2cc3c(=O)n(CC(=O)OCCC)c(=O)c3cc2c1=O
    3.8	1.0	1.0	-1.9	-0.8	-2.4	2.6	2.9	-0.8	-0.3	-0.9

# Down the list, from the results shown.
# Nos. 31–37 in FXN GAA850 act read 1.5, 1.1, 0.6, nt, 2.6, -3.7, 1.3
# Nos. 31–37 in PLCg1 inh read 0.4, 1.9, 0.5, 1.9, -4.4, -2.6, 1.6
